HER2 expr 66K: lowers expression of human Her2 kinase; 0.69% of 65,000 active; AID 645; SKBR-3 HER2 protein level, AlphaScreen, 18-24 h; stronger effect = lower value; P04626; HER2 level % of control, % at 10 µM;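 active means HER2 level under 5% of the carrier-only control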;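 further: 100% = DMSO carrier and 0% = 500 nM PU-H71 HSP90 inhibitor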
CatB mixtures: human cathepsin B inhibition by mixtures; 0.06% of 62,000 active; Purified cathepsin B, AMC dipeptide fluorescence, compound mixtures; P07858; inhibition, %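 (ten-compound pools at 5 µM per compound and 50 µM total)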; in the data active means inhibition above about 22%, passing the limit was not always enough;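 further: 0% = enzyme without compound and 100% = no enzyme blank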
ROCK2 blocker: ROCK2 (human) kinase inhibition; O75116; purified ROCK2, Kinase-Glo ATP depletion luminescence; inhibition, % at 6 µM; 0.35% of 60,000 active; AID 604;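 active means inhibition above the screen-wide mean inhibition plus 3 SD, cut at about 18% in these data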;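 further: plate controls were DMSO wells for no effect and Y-27632 control wells after no-enzyme background subtraction for full effect; many of its hits are not listed in these tables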
CatS block: human cathepsin S inhibition | P25774 | recombinant cathepsin S, AMC dipeptide fluorescence, pooled mixtures | inhibition, %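 (tested at 5 µM per compound within 10-compound mixtures)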 | 0.06% of 62,000 active; in the data active means inhibition above about 32%, passing the limit was not always enough;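 further: 0% = enzyme without compound and 100% = blank without enzyme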
Cathepsin G inh: inhibitors of human cathepsin G; inhibition, % at 5 µM (by protocol); P08311; 0.2% of 62,000 active; purified enzyme, AMC-tetrapeptide fluorescence, pooled mixtures;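 active means inhibition above 20% in each of the two mixture wells holding the compound; inactive means inhibition of 20% or less in either well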;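 further: 0% = enzyme control without mixture and 100% = blank lacking enzyme; strong numbers were not always called active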
Target sequence (P08311 21-244 limits assumed): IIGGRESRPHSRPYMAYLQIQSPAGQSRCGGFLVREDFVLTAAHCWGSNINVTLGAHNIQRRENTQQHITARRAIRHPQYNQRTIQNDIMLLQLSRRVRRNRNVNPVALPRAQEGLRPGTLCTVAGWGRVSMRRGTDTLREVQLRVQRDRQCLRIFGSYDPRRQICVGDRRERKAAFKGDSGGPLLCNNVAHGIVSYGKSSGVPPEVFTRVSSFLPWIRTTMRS
CatB block: inhibitors of human cathepsin B | purified cathepsin B, fluorogenic substrate, fluorescence | P07858 | inhibition, %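 (tested at 10 µM)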 | 0.1% of 63,000 active; in the data active means inhibition above about 21%;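 further: 0% = enzyme with no compound and 100% = no enzyme blank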
PKA inh: inhibitors of human protein kinase A; PKA Kemptide phosphorylation, Kinase-Glo ATP luminescence; inhibition, % at 6 µM; 0.1% of 65,000 active;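 active means inhibition above the screen-wide mean inhibition plus 3 SD, cut at about 21% in these data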; further: many of its hits are not listed in these tables
CatL block: inhibitors of human cathepsin L | purified cathepsin L, fluorogenic substrate, fluorescence | inhibition, %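 (tested at 10 µM)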 | 0.17% of 58,000 active; in the data active means inhibition above about 45%;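 further: 0% = enzyme with no compound and 100% = no enzyme blank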
C1s inh: human complement C1s inhibition | P09871 | purified C1s, fluorogenic AMC substrate, pooled mixtures | mean inhibition % of two 10-compound mixtures (stronger effect = higher value), % at 5 µM (by protocol) | 0.16% of 62,000 active | AID 538;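 active means inhibition above 20% in each of the two 10-compound mixture wells holding the compound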;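 further: 0% = enzyme wells lacking compound mixture and 100% = no-enzyme blank wells; some compounds called inactive have numbers as strong as hits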
Target sequence (P09871 16-437 limits assumed): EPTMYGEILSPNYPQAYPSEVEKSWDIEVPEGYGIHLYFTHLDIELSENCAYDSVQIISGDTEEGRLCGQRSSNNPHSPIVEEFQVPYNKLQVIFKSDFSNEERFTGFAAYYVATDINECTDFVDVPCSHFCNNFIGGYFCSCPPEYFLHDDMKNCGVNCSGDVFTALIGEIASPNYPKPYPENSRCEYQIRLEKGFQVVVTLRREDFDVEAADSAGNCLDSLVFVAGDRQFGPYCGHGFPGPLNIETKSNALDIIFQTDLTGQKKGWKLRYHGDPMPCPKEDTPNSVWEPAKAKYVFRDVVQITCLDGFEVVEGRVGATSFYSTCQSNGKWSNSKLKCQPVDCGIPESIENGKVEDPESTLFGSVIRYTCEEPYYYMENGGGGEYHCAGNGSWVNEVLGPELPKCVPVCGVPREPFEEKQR
Target sequence (P09871 438-688 limits assumed): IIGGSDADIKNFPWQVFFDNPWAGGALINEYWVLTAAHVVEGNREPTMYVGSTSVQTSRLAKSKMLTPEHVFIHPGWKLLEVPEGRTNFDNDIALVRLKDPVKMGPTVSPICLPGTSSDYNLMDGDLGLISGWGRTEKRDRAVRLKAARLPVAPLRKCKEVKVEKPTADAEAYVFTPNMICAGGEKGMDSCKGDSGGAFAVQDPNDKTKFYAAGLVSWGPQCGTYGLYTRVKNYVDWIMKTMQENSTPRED
The depositor's hits bear a star; . = not tested or not shown.

SMILES | HER2 expr 66K | CatB mixtures | ROCK2 blocker | CatS block | Cathepsin G inh | CatB block | PKA inh | CatL block | C1s inh
CCOc1ccc(N2CC(=O)SC2=S)cc1 | 100 | 4 | 4 | 10 | 3 | 8 | 12 | . | -22
CCS(=O)(=O)N1CCCC(C(=O)NC2CCCCC2)C1 (stereo not given) | 84 | 1 | 3 | -4 | 19 | 2 | 13 | 4 | 11
Cc1cccc(COc2ccc(/C(O)=C3\C(=O)C(=O)N(CCN(C)C)C3c3ccncc3)cc2)c1 (stereo not given) | 74 | 2 | -3 | 2 | 8 | 0 | 2 | -4 | 4
COc1ccc2[nH]c(C)c(CN3CCCC(C)C3)c(=O)c2c1 (stereo not given) | 84 | 5 | 1 | -6 | -2 | -6 | -3 | -9 | -4
Cc1ccc(C2/C(=C(/O)c3cnn(-c4ccccc4)c3C)C(=O)C(=O)N2CCN2CCOCC2)o1 (stereo not given) | 79 | -4 | 4 | 10 | 5 | 9 | 2 | 5 | -10
CC(=O)N1CCc2cc(S(=O)(=O)NCCC(=O)Nc3cccc(C)c3C)ccc21 | 136 | 1 | 3 | -3 | 6 | 4 | 6 | 6 | 4
CC(C)C(=O)Nc1ccc(NC(=O)c2cccc(F)c2)cn1 | 105 | -6 | -2 | -10 | -3 | -3 | -3 | -9 | -11
CCOC(=O)c1cnc(Nc2nc3ccccc3o2)nc1CN1CCN(c2ccccc2)CC1 | 96 | 4 | 2 | 13 | -2 | 7 | 10 | 7 | -19
COc1cc(-c2nnc(SCc3cc(=O)oc4cc(C)ccc34)o2)cc(OC)c1OC | 108 | 3 | 4 | 7 | 9 | 7 | 4 | . | 5
O=C(NCc1nc2ccccc2[nH]1)c1cccs1 | 80 | 4 | 2 | -1 | -1 | -6 | 7 | . | 2
O=C(O)c1cscn1 | 103 | -6 | 4 | -13 | 7 | -1 | 10 | 15 | -5
COc1ccc(NC(=O)C2CCN(S(=O)(=O)c3cccc4cccnc34)CC2)cc1 | 89 | 3 | 3 | -5 | -1 | -5 | 11 | -10 | -2

Structures listed so far that have an NH in an aromatic ring, in the order listed:
SMILES | HER2 expr 66K | CatB mixtures | ROCK2 blocker | CatS block | Cathepsin G inh | CatB block | PKA inh | CatL block | C1s inh
COc1ccc2[nH]c(C)c(CN3CCCC(C)C3)c(=O)c2c1 (stereo not given) | 84 | 5 | 1 | -6 | -2 | -6 | -3 | -9 | -4
O=C(NCc1nc2ccccc2[nH]1)c1cccs1 | 80 | 4 | 2 | -1 | -1 | -6 | 7 | . | 2

Continued:
SMILES | HER2 expr 66K | CatB mixtures | ROCK2 blocker | CatS block | Cathepsin G inh | CatB block | PKA inh | CatL block | C1s inh
CC1CN(c2nn3c(=O)c4ccccc4nc3c3ccccc23)CC(C)O1 (stereo not given) | 80 | -2 | 5 | -1 | 11 | 7 | 7 | 15 | 13
Cc1cc(C(=O)CSc2nc3ccccc3c(=O)[nH]2)c(C)n1C | 88 | 2 | 2 | -4 | 4 | 5 | 8 | 29 | -36
COc1ccccc1/C=C/CN1CCOCC1 | 119 | 3 | 7 | 4 | 8 | . | 5 | -2 | 9
O=C(CSc1nnc(-c2ccc(Cl)s2)o1)N1CCCc2ccccc21 | 84 | 4 | 4 | -4 | 8 | 7 | 6 | 7 | 15
Cc1ccc(S(=O)(=O)Nc2nonc2C)cc1 | 95 | -2 | -3 | 16 | 1 | 0 | -4 | 7 | -5
CC(C)N(C#N)c1nc(N2CCOCC2)nc(N2CCOCC2)n1 | 115 | 2 | 7 | 2 | 8 | -1 | 12 | 3 | -15
COc1ccc(OC)c(CNC(=O)CCc2nc(-c3cccs3)no2)c1 | 97 | 0 | -5 | -3 | 3 | 0 | 5 | . | 8
CCc1ccc(S(=O)(=O)NCCc2cn3ccsc3n2)s1 | 105 | 4 | 3 | 10 | 10 | 1 | 1 | 8 | 4
Cc1ccc(-c2ccc(CCC(=O)O)n2NC(=O)c2ccco2)cc1 | 98 | 2 | 7 | 2 | 8 | 6 | 9 | 11 | -2
COc1cccc2sc(N3CCN(c4nc5ccccc5s4)CC3)nc12 | 59 | 1 | -7 | 11 | -1 | -2 | -8 | -6 | -10
CCOc1nc(SC(C(C)=O)C(=O)Nc2ccccc2)nc(N(C)C)n1 (stereo not given) | 88 | 5 | -12 | 5 | -9 | 10 | 4 | 19 | -79
Cc1ccc(C)c(C(=O)NCc2ccncc2)c1 | 77 | 3 | 2 | 1 | -2 | -1 | 3 | 17 | -29
CCOc1ccc(NC(=O)C2CCN(C(=O)NCc3ccccc3)CC2)cc1 | 84 | 4 | 7 | 3 | 6 | 2 | 8 | . | 4
O=C(c1scc2c1CCCC2)N1CCOCC1 | 165 | 1 | 2 | 7 | 8 | 6 | 3 | 7 | 18
Cc1cc(=O)n2[nH]c(-c3ccccc3Cl)cc2n1 | 94 | -5 | -6 | 5 | 0 | 1 | 12 | 9 | -31
CCOC(=O)c1c(C)c(C(=O)NCCCN2CCCC2=O)c(C)n1CC | 92 | -1 | 4 | 2 | -2 | -5 | 4 | -4 | -5
CC(=O)Nc1nc2c(c3c1c(=O)oc1ccccc13)CC(C)CC2 (stereo not given) | 73 | -3 | 5 | 6 | 3 | 1 | 6 | -9 | -20
COC(=O)c1cc(Br)c(=O)n(Cc2ccc3c(c2)OCO3)c1 | 130 | . | 5 | . | . | -1 | 5 | 3 | .
O=C(c1cc2nc(-c3ccccc3)cc(C(F)(F)F)n2n1)N1CCOCC1 | 96 | 1 | 2 | 0 | 8 | 7 | 3 | 30 | 9
COC(=O)C(CCCCN1C(=O)C2C3C=CC(C3)C2C1=O)N1C(=O)C2C3C=CC(C3)C2C1=O (stereo not given) | 147 | 2 | -4 | -7 | -7 | 2 | 6 | 2 | -6
COc1ccc(-c2nnc(SCc3csc(N)n3)n2C)cc1 | 87 | 6 | 8 | -8 | 8 | 2 | 6 | -5 | 18
COc1cc(NC(=O)Cc2ccccc2)cc(OC)c1 | 86 | -1 | 4 | 10 | 55 | 6 | 9 | 8 | 12
CC(=O)c1c(N)[nH]c(-c2ccccc2)nc1=S | 100 | 1 | -2 | -3 | 9 | 4 | 3 | -10 | -3
CNS(=O)(=O)c1ccc(NC(=O)C(CCSC)NC(N)=O)cc1 (stereo not given) | 107 | 6 | 4 | -3 | 12 | 8 | 6 | . | 17

Whole records as entered above. Order of values: HER2 expr 66K	CatB mixtures	ROCK2 blocker	CatS block	Cathepsin G inh	CatB block	PKA inh	CatL block	C1s inh
Entry for CC(=O)c1c(N)[nH]c(-c2ccccc2)nc1=S = 100	1	-2	-3	9	4	3	-10	-3
Entry for O=C(c1scc2c1CCCC2)N1CCOCC1 = 165	1	2	7	8	6	3	7	18

Following part:
SMILES | HER2 expr 66K | CatB mixtures | ROCK2 blocker | CatS block | Cathepsin G inh | CatB block | PKA inh | CatL block | C1s inh
NC(=O)OCC(COC(N)=O)c1ccccc1 | 108 | 4 | -13 | -4 | 10 | 11 | -16 | 12 | -15
COC(=O)c1cc(C(=O)OC)cc(N2C(=O)CC(Sc3nc(C)cc(C)n3)C2=O)c1 (stereo not given) | 95 | 2 | 5 | -3 | 7 | 3 | 8 | -1 | -36
CCS(=O)(=O)c1nc(NC(C)=O)n[nH]1 | 124 | -4 | 2 | -6 | 1 | -4 | 6 | -4 | 0
O=c1nc(N2CCOCC2)ccn1Cc1ccc(Br)cc1 | 103 | -4 | 7 | -6 | 7 | 0 | 9 | . | 2
Cc1nc(N2CCN(c3ccccc3)CC2)nc2c1C(=O)CC(C)C2 (stereo not given) | 105 | -5 | 5 | -3 | -8 | -1 | 7 | -4 | -9
Cc1nn2cc(-c3ccccc3)nc2s1 | 122 | -3 | . | -2 | -7 | -1 | 2 | 5 | -70
COc1cc(-c2nnc(SCC(=O)c3cc(C)n(CC4CCCO4)c3C)o2)cc(OC)c1OC (stereo not given) | 98 | 7 | 0 | -2 | 19 | 6 | 6 | -4 | 22*
COc1ccc(N2CCN(c3oc(COc4ccc(Cl)cc4Cl)nc3C#N)CC2)cc1 | 139 | -3 | 3 | 5 | 7 | 7 | 7 | 19 | 14
O=C(Nc1cccc2ccccc12)OC1C=CS(=O)(=O)C1 (stereo not given) | 93 | 7 | 0 | 4 | 13 | 3 | 0 | -2 | 18
N#Cc1nc(COc2ccccc2)oc1N1CCN(c2cccc(Cl)c2)CC1 | 109 | -3 | -1 | -2 | 2 | 1 | 4 | . | -25
CCOC(=O)C1CCN(C(=O)CC(C)c2ccccc2)CC1 (stereo not given) | 104 | 2 | 4 | 4 | 1 | -4 | 6 | 12 | 1
O=C(CSCSCC(=O)Nc1ccc2c(c1)OCO2)Nc1ccc2c(c1)OCO2 | 100 | 0 | 4 | 0 | 11 | 2 | 4 | 9 | 7
CCOc1c(CNCCNC(=O)c2nonc2N)cccc1OC | 81 | 4 | 6 | 0 | 13 | 4 | -4 | 15 | 6
O=C(Nc1nc2ccccc2s1)c1ccc(Cl)s1 | 79 | 1 | 4 | 8 | 0 | -2 | 9 | 10 | 0
O=C1C2C3C=CC(C3)C2C(=O)N1c1ccc2c(c1)CCC2 (stereo not given) | 66 | 7 | . | -3 | -3 | -6 | 3 | -7 | -21
CC(=O)N(Cc1cc2cc(C)c(C)cc2n2nnnc12)CC1COCCO1 (stereo not given) | 73 | 2 | 1 | -6 | -2 | -3 | 1 | . | -10
CC(=O)NC1C(=O)N=C(SCC(=O)NCc2ccccc2)NC1=O (stereo not given) | 106 | -1 | 0 | 9 | 5 | 5 | -4 | 13 | 0
COC(=O)c1nnn(-c2nonc2N)c1CSc1nc2ccccc2s1 | 106 | 1 | 10 | -3 | 9 | 3 | 6 | -5 | 1
CC(C)C(OC(=O)C1CCCO1)C(=O)NC1CCCC1 (stereo not given) | 107 | -5 | -2 | -10 | -11 | 3 | -2 | 9 | -23
CC1(C)CC(=O)C2=C(C1)N(c1ccc(F)cc1)C(=O)CC2c1cccnc1 (stereo not given) | 92 | 6 | 5 | -7 | 1 | 1 | -1 | -1 | 7
COc1ccc(NC(=O)N[C@@H](CCSC)C(=O)O)cc1Cl | 102 | 0 | -3 | 6 | -29 | 2 | 6 | 6 | -13
CN1C(=O)/C(=C2/C=Cc3ccccc3N2CCCS(=O)(=O)O)SC1=S | 118 | 2 | 6 | 4 | 1 | 3 | 8 | 24 | 7
COCCN1CN=C(Nc2nc3ccccc3s2)NC1 | 92 | 3 | 2 | -19 | 7 | -1 | 4 | -10 | 11
COc1ccc(N2C(=O)CCC(C(=O)NCCN3CCOCC3)C2c2ccc(OC)c(OC)c2)cc1 (stereo not given) | 126 | -2 | -4 | -7 | -5 | 1 | 1 | -6 | 32
Cc1noc(C)c1COC(=O)CCC(=O)c1ccc(F)cc1 | 110 | -1 | -3 | 4 | -3 | 4 | -2 | 3 | -2
O=C(Nc1ccc(N2CCN(C(=O)c3ccco3)CC2)c(Cl)c1)c1cc2ccccc2o1 | 96 | -5 | 10 | -17 | -10 | 6 | 7 | -1 | -150
Cc1ccc(CNC(=O)c2ccc(NS(=O)(=O)c3c(C)noc3C)cc2)cc1 | 77 | 5 | 3 | -10 | 10 | -2 | 3 | 2 | 6
c1ccc2sc(SCc3ccc(-c4nnco4)cc3)nc2c1 | 82 | 3 | 2 | 19 | 12 | 2 | 1 | -4 | 11
O=C(NCc1ccccn1)c1cnc2sccn2c1=O | 95 | 6 | -2 | 14 | 0 | -3 | -3 | 5 | -1
COc1cc2c(=O)n(-c3ccc(C)cc3)c(=O)n(CC(=O)c3ccc4c(c3)OCO4)c2cc1OC | 97 | 5 | -1 | -15 | -1 | -6 | 3 | -4 | 5
Cn1c(-c2ccc(F)cc2)cnc1SCC(=O)N1CCCCC1 | 83 | -7 | 6 | -6 | 5 | 2 | 14 | . | -16
O=C(Nc1ccc(S(=O)(=O)N2CCCCCC2)cc1)c1ccc(Br)o1 | 84 | 2 | 5 | 8 | 8 | 2 | 10 | 1 | 4
CC(C)Oc1ccc(Cc2c(O)nc(NCCCN(C)C)[nH]c2=O)cc1 | 126 | . | -1 | . | . | -2 | 0 | -9 | .
Cc1ccc(C)c(N(C)C(=O)COc2cc(=O)n(C)c3ccccc23)c1 | 99 | 6 | -2 | 7 | -10 | 5 | 2 | . | -20

A portion of the library; the hit share may differ from the screen's.
